Assay outcomes deposited in PubChem BioAssay by The Scripps Research Institute Molecular Screening Center.
PAFAH1B3 inh: blocks human PAF acetylhydrolase 1B catalytic subunit 3 | recombinant PAFAH1B3, FP-rhodamine probe, fluorescence polarization | AID 492972 | inhibition, % at 3.39 µM | 340,000 tested, 0.28% active;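 active = inhibition above the screen-wide average of all tested compounds plus 3 SD, cut at about 25% in these data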;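 note: 0% = enzyme with DMSO only and 100% = wells lacking PAFAH1B3 protein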
Target sequence (Q15102 whole entry, looked up): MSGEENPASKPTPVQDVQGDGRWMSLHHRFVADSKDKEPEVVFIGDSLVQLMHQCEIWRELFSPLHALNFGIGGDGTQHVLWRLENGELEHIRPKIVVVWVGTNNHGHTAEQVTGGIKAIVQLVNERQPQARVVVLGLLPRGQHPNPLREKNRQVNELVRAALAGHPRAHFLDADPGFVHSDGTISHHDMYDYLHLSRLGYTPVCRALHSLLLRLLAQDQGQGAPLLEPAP
ZTA counter: blocks Epstein-Barr virus ZTA, an EBNA-1 counter-screen | ZTA-DNA binding, fluorescence polarization | inhibition, % at 11 µM | 320,000 tested, 0.15% active | P03206; in the data active = inhibition above about 33%
Target sequence (P03206 whole entry, looked up): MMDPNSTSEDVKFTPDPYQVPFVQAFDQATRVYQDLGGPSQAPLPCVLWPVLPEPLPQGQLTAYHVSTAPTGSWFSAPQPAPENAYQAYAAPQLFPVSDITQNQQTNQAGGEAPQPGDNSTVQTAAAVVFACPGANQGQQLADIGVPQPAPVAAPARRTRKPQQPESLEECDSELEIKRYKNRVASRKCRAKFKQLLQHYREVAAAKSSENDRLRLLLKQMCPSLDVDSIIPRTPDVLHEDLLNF
LYPLA1 counter: LYPLA1 (human) inhibition in PME1 counter-screen | O75608 | recombinant LYPLA1, FP-Rh probe fluorescence polarization | inhibition, % at 5.9 µM | 320,000 tested, 0.16% active | AID 2174;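 active = inhibition above the mean of all tested compounds plus 3 SD, set per campaign, cut at about 14% in these data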;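 note: inhibitors block serine hydrolase probe labeling of LYPLA1 so polarization falls; 0% = enzyme with DMSO and 100% = wells lacking LYPLA1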
Target sequence (O75608 whole entry, looked up): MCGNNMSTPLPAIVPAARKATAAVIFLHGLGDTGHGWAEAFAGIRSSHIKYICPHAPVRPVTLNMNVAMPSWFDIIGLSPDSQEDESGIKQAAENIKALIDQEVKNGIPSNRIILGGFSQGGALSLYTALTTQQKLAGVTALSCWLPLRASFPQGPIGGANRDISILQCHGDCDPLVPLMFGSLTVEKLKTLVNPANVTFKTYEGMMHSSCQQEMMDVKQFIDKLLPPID
EBNA-1 inh: blocks EBNA-1 binding to DNA | EBNA-1 DNA binding, fluorescence polarization | inhibition, % at 14.8 µM | 300,000 tested, 0.34% active | AID 1950; in the data active = inhibition above about 28%
LYPLA2 counter: counter-screen for PME1 inhibitors: inhibitors of human LYPLA2. O95372. recombinant LYPLA2, FP-Rh probe fluorescence polarization. inhibition, % at 5.9 µM. 320,000 tested, 0.38% active. AID 2177;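 active = inhibition above the screen-wide mean plus 3 SD, limit set per campaign, cut at about 26% in these data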;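 note: 0% = LYPLA2 with DMSO and 100% = wells lacking LYPLA2 enzyme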
Target sequence (O95372 whole entry, looked up): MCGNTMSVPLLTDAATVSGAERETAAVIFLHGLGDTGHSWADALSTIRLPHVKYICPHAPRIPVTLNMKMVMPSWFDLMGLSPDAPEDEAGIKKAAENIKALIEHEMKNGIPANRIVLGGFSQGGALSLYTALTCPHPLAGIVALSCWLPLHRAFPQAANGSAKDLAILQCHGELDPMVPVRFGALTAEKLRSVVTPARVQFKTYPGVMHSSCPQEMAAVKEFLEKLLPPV
PAFAH2 FP inh: PAFAH2 (human) inhibition; AID 492956; Q99487; recombinant PAFAH2, FP-rhodamine activity probe, fluorescence polarization; inhibition, % at 3.39 µM; 340,000 tested, 0.99% active;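 active = inhibition above the mean over all tested compounds plus 3 SD, cut at about 30% in these data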;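 note: inhibitors block probe labeling of enzyme so polarization drops; 0% = enzyme with DMSO and 100% = wells lacking PAFAH2 protein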
GSTO1 inh: GSTO1 inhibition, counter-screen for RBBP9 inhibitors; P78417; recombinant GSTO1, activity-based probe fluorescence polarization; inhibition, % at 5.96 µM; 300,000 tested, 1.1% active; AID 1974;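 active = inhibition above the campaign mean inhibition plus 3 SD, cut at about 35% in these data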;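 note: 0% = GSTO1-1 with DMSO and 100% = wells lacking GSTO1-1 enzyme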
PAD4 inh: blocks human protein arginine deiminase 4 | 330,000 tested, 0.41% active | inhibition, % at 6.36 µM | AID 485272 | recombinant PAD4, RCA probe fluorescence polarization;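 active = percent inhibition above a cutoff equal to the mean of all tested compounds plus 3 SD, cut at about 15% in these data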;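 note: 0% = PAD4 with RCA probe and DMSO and 100% = probe without PAD4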
PREPL inh: inhibits the human prolyl oligopeptidase-like enzyme; Q4J6C6; recombinant PREPL, fluorescence polarization activity-based probe; inhibition, % at 5.96 µM; 320,000 tested, 0.68% active; AID 2751; in the data active = inhibition above about 43%;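 note: 0% = enzyme with DMSO and 100% = wells lacking enzyme; many of its hits are not listed in these tables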
The depositor's hits bear a star; nt = not tested or not shown.

SMILES	PAFAH1B3 inh	ZTA counter	LYPLA1 counter	EBNA-1 inh	LYPLA2 counter	PAFAH2 FP inh	GSTO1 inh	PAD4 inh	PREPL inh
CCN(CC)C(=O)c1c[nH]c2ccc(S(=O)(=O)Nc3cc(C)cc(C)c3)cc2c1=O	5.5	10.2	-2.3	6.0	1.5	0.2	2.4	1.5	3.5
CCCCC(CC)C(=O)Nc1ccc(Cl)cn1 (stereo not drawn)	3.1	-19.3	0.8	-0.8	4.3	2.8	6.5	2.5	-2.3
CCOCCCNC(=O)Cc1ccc(Br)cc1	-7.2	7.5	0.8	6.7	4.6	-0.5	1.1	-4.6	1.3
Cc1ccc2cc(CN(c3ccccc3C)S(=O)(=O)c3ccccc3)c(=O)[nH]c2c1	-0.4	-0.1	1.2	0.0	-1.2	0.6	-4.0	-1.6	-8.1
CC(C)CCn1c(SC(C)C(=O)NC2CC2)nc2ccccc2c1=O (stereo not drawn)	0.8	-7.7	-1.5	20.1	-0.5	-2.3	-6.5	-1.8	-4.3
COC(=O)c1sccc1NC(=S)N1CCN(c2cccc(C)c2C)CC1	4.4	-21.0	-1.2	-4.1	-4.5	-14.0	5.5	2.5	6.1
N#Cc1c(-c2cccs2)cc(-c2ccccn2)nc1N	10.2	-11.8	-4.8	-8.0	-1.9	-2.4	1.0	-3.3	16.5
COc1ccc2c(c1OC)C(=O)N(c1ncn[nH]1)C2	0.0	8.0	-1.1	-13.0	-5.2	-1.9	-3.1	0.4	5.6
COc1cccc(CNC(=O)CCS(=O)(=O)c2ccc3c(c2)CC(C)N3C(=O)C2CC2)c1 (stereo not drawn)	5.9	-12.2	1.5	-2.0	10.2	1.6	8.0	2.8	13.7
O=C(NC(Cc1ccccc1)c1nc2ccccc2[nH]1)c1cccc([N+](=O)[O-])c1 (stereo not drawn)	-11.0	-25.3	-3.5	2.4	0.9	-0.2	4.8	-4.5	11.9
NC(=S)Nc1cccc2[nH]ccc12	6.9	17.6	1.2	-3.0	-1.6	0.7	-3.8	-3.4	-4.3
Cc1nc(SCC(=O)N2CCCc3ccccc32)c2oc3ccccc3c2n1	5.7	4.1	-5.7	2.6	-3.2	12.3	-1.4	0.3	-3.3
CC(C)(C)c1ccc(-c2cnco2)cc1	8.4	-10.1	0.8	-3.5	4.2	-1.5	-4.5	-0.3	10.2
Cc1[nH]n(-c2ccccc2)c(=O)c1N=Nc1cccc(S(=O)(=O)N2CCOCC2)c1	1.9	2.8	-1.1	-15.6	-1.1	-2.8	5.9	-2.2	3.4
CC(=O)OC1COC(n2ccc3cc([N+](=O)[O-])ccc32)C(OC(C)=O)C1OC(C)=O (stereo not drawn)	1.0	9.6	-1.4	-0.8	-0.6	0.9	-1.6	-0.7	-1.6
O=C(NCCc1ccc(Cl)cc1Cl)c1ccc2nc[nH]c2c1	9.8	1.0	-3.8	-6.3	0.4	-1.1	-4.8	-0.6	-7.0
COc1ccc(CC(=O)NNC(=O)c2ccccc2)cc1OC	2.3	nt	nt	nt	nt	1.8	nt	-1.6	11.6
Cc1ccc(C(=O)Nc2ccc(N3CCOCC3)c3nonc23)cc1[N+](=O)[O-]	-1.8	12.0	-2.8	-8.4	-0.6	7.4	4.2	-7.6	12.2
O=C(CCCCCN1C(=O)c2cccc3cccc(c23)C1=O)NCCCO	-0.4	0.1	-2.5	-13.3	-2.2	-9.6	5.7	3.0	9.1
c1nc(NCCN2CCOCC2)c2sc3nc(N4CCOCC4)c4c(c3c2n1)CCC4	8.9	-16.7	-0.3	-8.6	6.0	1.5	-2.1	-1.6	24.4
Cc1cc(C)n(-c2ccc(C(=O)NCC(c3ccco3)N3CCCC3)cc2)n1 (stereo not drawn)	7.1	-9.9	-0.7	nt	-8.1	-8.0	nt	0.4	9.2
Cc1noc(C)c1S(=O)(=O)N(C)C[C@H]1Oc2c(NC(=O)NC3CCCCC3)cccc2C(=O)N([C@H](C)CO)C[C@@H]1C	10.7	nt	nt	nt	nt	4.1	nt	-4.1	11.6
Cc1cc(NS(=O)(=O)c2ccc(NC(=O)CCSc3ccc(F)cc3)cc2)nc(C)n1	9.2	-4.6	0.9	-6.0	2.2	-3.6	-10.6	-0.8	-13.9
CC(=O)N1CCOc2ccc(S(=O)(=O)N3CCCC(C)C3)cc21 (stereo not drawn)	4.8	7.3	0.7	-1.7	8.2	0.0	6.8	-2.4	19.2
COc1ccc(N2C(=O)CC(C)(C)CC2=O)cc1OC	-0.1	-1.1	-2.8	4.4	5.8	-2.8	9.3	0.0	0.7

As a short view, 5 of the compounds above:
SMILES	PAFAH1B3 inh	ZTA counter	LYPLA1 counter	EBNA-1 inh	LYPLA2 counter	PAFAH2 FP inh	GSTO1 inh	PAD4 inh	PREPL inh
O=C(NCCc1ccc(Cl)cc1Cl)c1ccc2nc[nH]c2c1	9.8	1.0	-3.8	-6.3	0.4	-1.1	-4.8	-0.6	-7.0
COc1ccc(CC(=O)NNC(=O)c2ccccc2)cc1OC	2.3	nt	nt	nt	nt	1.8	nt	-1.6	11.6
Cc1ccc(C(=O)Nc2ccc(N3CCOCC3)c3nonc23)cc1[N+](=O)[O-]	-1.8	12.0	-2.8	-8.4	-0.6	7.4	4.2	-7.6	12.2
O=C(CCCCCN1C(=O)c2cccc3cccc(c23)C1=O)NCCCO	-0.4	0.1	-2.5	-13.3	-2.2	-9.6	5.7	3.0	9.1
c1nc(NCCN2CCOCC2)c2sc3nc(N4CCOCC4)c4c(c3c2n1)CCC4	8.9	-16.7	-0.3	-8.6	6.0	1.5	-2.1	-1.6	24.4

Other structures
SMILES	PAFAH1B3 inh	ZTA counter	LYPLA1 counter	EBNA-1 inh	LYPLA2 counter	PAFAH2 FP inh	GSTO1 inh	PAD4 inh	PREPL inh
CC1CCCCN1C(=O)CN1C(=O)NC2(CCCCC2C)C1=O (stereo not drawn)	-0.8	0.5	-7.0	nt	-13.4	-3.7	nt	-2.5	15.5
CC(=O)N=Nc1[nH]c(N)c2ccccc12	3.0	-12.0	-2.2	0.7	-0.2	4.1	-8.2	-3.8	2.9
Cn1c(N)c(C(=O)c2ccc(Cl)cc2)c(=O)n(C)c1=O	9.5	13.2	0.3	0.9	0.0	-0.2	3.6	-2.4	2.5
O=C(NCc1cccnc1)c1ccc(-c2cc3ccccc3oc2=O)cc1	6.0	14.7	3.7	-1.1	10.2	-8.5	1.7	-0.1	1.9
COC(=O)c1c(NC(=O)C2CC=CCC2C(=O)O)sc(C(N)=O)c1C (stereo not drawn)	1.9	-8.3	-0.6	9.0	2.6	2.0	-4.9	12.4	9.6
C=CCn1c(SCC(=O)Nc2ccc(C(=O)OCC)cc2)nnc1-c1sc(N)nc1C	7.4	-12.3	0.3	-9.6	1.2	0.6	0.5	-4.7	5.7
O=C(NC1CC2CCCC(C1)N2S(=O)(=O)c1ccccc1)c1ccccc1 (stereo not drawn)	11.7	-24.2	-0.5	-5.5	9.1	-18.7	-8.6	-0.2	3.3
CN(C)S(=O)(=O)c1cccc(COC(=O)C2=COCCO2)c1	-2.6	4.1	-1.6	3.8	-7.8	18.4	2.4	0.5	-1.3
CCOc1ccc(C(C)C)cc1S(=O)(=O)n1ccnc1C	5.2	-10.0	-1.0	-6.3	-1.5	-4.4	4.4	3.2	-4.9
COc1ccc(CCNC(=O)C(=O)Nc2ccc3nc4n(c(=O)c3c2)CCCCC4)cc1OC	5.3	-0.7	-7.0	-9.9	-4.1	-2.9	-7.3	3.8	10.6
O=c1c2nnn(Cc3ccccc3)c2ncn1C/C=C/c1ccccc1	0.2	2.4	-1.7	2.2	3.2	4.4	8.8	2.0	-22.5
O=C(Cc1c(F)cccc1Cl)Nc1ccc(S(=O)(=O)NCC2CCCO2)cc1 (stereo not drawn)	1.9	-7.9	-0.2	-1.9	3.9	-1.7	-9.1	-1.6	1.5
COCCSc1nnc(NC(=O)CS(=O)(=O)c2ccc(C)cc2)s1	6.6	-0.5	-3.4	-1.4	13.7	-3.3	6.8	-0.5	5.7
O=C(COc1ccc2c3c(c(=O)oc2c1)CCCC3)N1CCN(c2ccc(F)cc2)CC1	1.8	-0.5	2.0	5.5	4.8	-0.3	-1.7	-3.0	-61.1
CCOc1ccc(N(C(=O)c2cnccn2)C(C(=O)NC2CCCCC2)c2ccc(O)cc2)cc1 (stereo not drawn)	9.7	-9.4	-2.2	-11.7	3.3	-2.3	7.1	-6.2	6.3
O=c1[nH]c(=O)c2nnc(N/N=C/c3ccccc3F)nc2[nH]1	2.4	-1.3	-2.9	-4.6	-7.3	5.1	-10.1	1.1	-2.4
CCc1ccc(C(C)NC(=O)c2ccncc2)cc1 (stereo not drawn)	0.8	114.2*	-2.8	-6.4	-0.2	-1.6	9.7	-1.1	4.0
C[C@]12c3[nH]c4ccccc4c3CCN1C(=O)C(CC(=O)NCCCn1ccnc1)C[C@@H]2C(=O)N1CCOCC1 (stereo partly drawn)	-5.1	nt	nt	nt	nt	-10.2	nt	-5.1	2.3
CCC(=O)N(CCC1(c2ccccc2OC)CCOC(C(C)C)C1)Cc1ccco1 (stereo not drawn)	7.7	-2.1	-0.6	-1.8	-0.9	-4.8	-1.1	0.4	0.7
CCOCCCNC(=O)Cn1cnc2c(cnn2-c2ccc(OC)cc2)c1=O	2.6	6.1	0.1	-0.7	0.6	7.5	2.4	1.2	-4.4
Cc1cccc(/C=N/NC(=O)Cc2cccs2)c1	3.1	2.5	-2.8	-8.2	-7.0	7.4	-8.1	-6.0	-3.5
CC1=CC2=NC(=O)CC(C)(C(=O)N(CC(=O)NC3CCCC3)c3ccccc3F)N2C=C1 (stereo not drawn)	-0.5	-8.2	-2.4	-5.5	-1.3	-6.0	0.1	-1.3	8.4
Cc1cc2cc(CCNS(C)(=O)=O)c(=O)[nH]c2cc1C	12.4	-12.5	0.0	-2.9	-1.1	2.1	3.3	-6.3	11.0

Part of the list above, with values under each structure.
Below each compound – PAFAH1B3 inh | ZTA counter | LYPLA1 counter | EBNA-1 inh | LYPLA2 counter | PAFAH2 FP inh | GSTO1 inh | PAD4 inh | PREPL inh
COCCSc1nnc(NC(=O)CS(=O)(=O)c2ccc(C)cc2)s1
  6.6 | -0.5 | -3.4 | -1.4 | 13.7 | -3.3 | 6.8 | -0.5 | 5.7
C=CCn1c(SCC(=O)Nc2ccc(C(=O)OCC)cc2)nnc1-c1sc(N)nc1C
  7.4 | -12.3 | 0.3 | -9.6 | 1.2 | 0.6 | 0.5 | -4.7 | 5.7
CC1=CC2=NC(=O)CC(C)(C(=O)N(CC(=O)NC3CCCC3)c3ccccc3F)N2C=C1 (stereo not drawn)
  -0.5 | -8.2 | -2.4 | -5.5 | -1.3 | -6.0 | 0.1 | -1.3 | 8.4
CCOCCCNC(=O)Cn1cnc2c(cnn2-c2ccc(OC)cc2)c1=O
  2.6 | 6.1 | 0.1 | -0.7 | 0.6 | 7.5 | 2.4 | 1.2 | -4.4
CCOc1ccc(N(C(=O)c2cnccn2)C(C(=O)NC2CCCCC2)c2ccc(O)cc2)cc1 (stereo not drawn)
  9.7 | -9.4 | -2.2 | -11.7 | 3.3 | -2.3 | 7.1 | -6.2 | 6.3
CC(=O)N=Nc1[nH]c(N)c2ccccc12
  3.0 | -12.0 | -2.2 | 0.7 | -0.2 | 4.1 | -8.2 | -3.8 | 2.9

The list is partial; the hit share may differ from the screen's.
